PfHsp90 yeast 2: inhibits growth of yeast expressing Plasmodium falciparum Hsp90 | S. cerevisiae expressing PfHsp90, BacTiter-Glo ATP, 48 h; yeast lacking PDR1 and PDR3 efflux regulators | inhibition, % at 9.4 µM | 0.32% of 310,000 active | AID 504621;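 active means every replicate shows inhibition above about 80%, whatever the replicate mean, limit read from the data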;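 further: 0% = DMSO neutral controls and 100% = 20 µM radicicol positive controls; yeast relying on Plasmodium falciparum Hsp90 in place of its own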
phage Ecoli inh: E. coli growth loss with phage present. growth absorbance. inhibition, % at 11.9 µM. 0.26% of 360,000 active; in the data active means inhibition above about 11%
OPRM1-OPRD1 inv: inverse agonists of human mu-delta opioid receptor heterodimerization; cell-based MOR-DOR heterodimer luminescence, inverse agonism; AID 504357; inhibition, % at 9.3 µM; 0.21% of 340,000 active; P35372+P41143; in the data active means inhibition above about 22%, passing the limit was not always enough;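 further: 0% = cells with DMSO and 100% = wells without cells with DMSO; values of inactives mirror those of a sister screen read the other way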
Mot1-301 SUMO: blocks SUMOylation pathway, rescuing yeast Mot1-301 growth. S. cerevisiae Mot1-301 growth rescue, ATP luminescence, 38.5C; percent above DMSO median, 100 means doubled. growth rescue, % at 18.8 µM. 1% of 320,000 active. AID 2716;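 active means every valid replicate shows activation above 250% relative to neutral control wells; inactive means the rest, any valid replicate at or below 250%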;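 further: OY570 slx delta 5 strain wells were the positive control but not used for scaling; some compounds called inactive have numbers as strong as hits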
PKA-R1A act: activators of PKA-R1A complex; PKA-R1A dissociation, Cy5-IP20 fluorescence polarization; scaled: DMSO 0%, 113 µM cGMP 100%; P00514+P68181; activation, % at 11.4 µM; AID 504707; 0.083% of 340,000 active;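 active means percent activation above the mean of all tested compounds plus 3 SD, cut at about 19% in these data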;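 further: higher means more PKAc released from R1A so a rise in polarization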
AddAB inh: less growth of phage-infected E. coli with AddAB. 0.29% of 330,000 active. E. coli expressing H. pylori AddAB, absorbance growth. inhibition, % at 11.9 µM; in the data active means inhibition above about 12%;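 further: 0% = vehicle wells of infected cells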
Tat export inh: E. coli Tat transport inhibition. E. coli MC4100 TorA-mCherry Tat export, fluorescence. inhibition, % at 10 µM. 0.036% of 340,000 active;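 active means mean replicate inhibition at least 50% and at least half of replicates individually reaching 50%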;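 further: exported cargo escapes ClpAP degradation while cytoplasmic cargo is degraded and loses fluorescence; 0% = median of neutral control wells and 100% = median of NaSCN control wells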
DSG3 Ab inh: blocks pemphigus antibody binding to human desmoglein-3. binding (percent of control), % at 10 µM. P32926. 0.48% of 310,000 active. AID 588358. DSG3-coupled beads, scFv-anti-DSG3-GFP binding, flow cytometry; hits give low values;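 active means binding more than 3 SD below its plate's average and above zero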;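 further: hits lower antibody fragment binding to DSG3; some compounds called inactive have numbers as strong as hits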
Target sequence (P32926 whole entry, looked up, the tested form may be a part): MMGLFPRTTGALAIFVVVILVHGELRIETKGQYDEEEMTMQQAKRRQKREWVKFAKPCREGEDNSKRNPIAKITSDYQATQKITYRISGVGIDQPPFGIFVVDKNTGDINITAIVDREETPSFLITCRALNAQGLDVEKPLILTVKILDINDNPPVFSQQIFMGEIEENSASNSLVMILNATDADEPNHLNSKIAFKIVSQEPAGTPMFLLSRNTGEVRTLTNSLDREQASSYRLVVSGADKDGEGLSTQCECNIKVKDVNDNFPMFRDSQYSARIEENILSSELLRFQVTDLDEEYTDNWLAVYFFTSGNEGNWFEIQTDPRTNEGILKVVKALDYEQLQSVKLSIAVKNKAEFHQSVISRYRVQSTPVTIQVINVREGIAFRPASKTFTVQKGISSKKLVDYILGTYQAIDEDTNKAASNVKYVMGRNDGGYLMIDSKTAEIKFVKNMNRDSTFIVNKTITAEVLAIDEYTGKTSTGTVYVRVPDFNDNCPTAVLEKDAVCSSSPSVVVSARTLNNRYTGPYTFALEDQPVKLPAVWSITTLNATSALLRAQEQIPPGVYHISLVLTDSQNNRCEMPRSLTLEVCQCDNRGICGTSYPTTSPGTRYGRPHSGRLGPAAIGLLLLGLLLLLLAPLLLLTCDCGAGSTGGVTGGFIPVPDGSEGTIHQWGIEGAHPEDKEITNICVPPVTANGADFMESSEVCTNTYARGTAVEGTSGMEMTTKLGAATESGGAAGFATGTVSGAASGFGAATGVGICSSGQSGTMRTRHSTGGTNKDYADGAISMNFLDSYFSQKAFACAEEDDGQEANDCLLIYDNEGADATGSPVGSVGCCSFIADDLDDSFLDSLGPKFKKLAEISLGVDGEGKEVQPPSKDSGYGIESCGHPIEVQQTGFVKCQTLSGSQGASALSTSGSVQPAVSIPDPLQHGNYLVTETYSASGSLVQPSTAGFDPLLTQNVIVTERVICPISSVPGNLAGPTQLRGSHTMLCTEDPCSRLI
Ecoli viability: counter-screen for AddAB inhibitors: E. coli growth inhibition; AID 449728; 0.27% of 330,000 active; inhibition, % at 11.9 µM; E. coli V3065 growth, OD600 absorbance, 18 h;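 active means inhibition above the campaign's mean inhibition across all tested compounds plus 3 SD, cut at about 9.9% in these data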;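 further: uninfected addAB+ strain grown without phage in ampicillin broth; 0% = DMSO wells and 100% = ciprofloxacin 0.95 µg/ml wells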
Arr AP2 block: blocks beta-arrestin peptide binding to AP2 adaptin | FITC-arrestin peptide / GST-AP2 beads, flow cytometry; AP2 beta2 appendage carries R879A mutation | inhibition, % at 10 µM | 0.31% of 340,000 active | AID 504490;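 active means inhibition above a set limit, near 3 SD of compounds lacking own fluorescence, cut at about 54% in these data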;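 further: plate controls were DMSO wells for no effect and 5 µM unlabelled arrestin peptide for full effect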
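test system = AP2 appendage R879A on GSH beads | buffer or medium = PBS plus Tween 20 (0.05%) and BSA (0.1%) | incubation = 12 min plus 1 h, RT | detection = bead flow cytometry, FITC channel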
OPRM1-OPRD1 ag: agonists of human mu-delta opioid receptor heterodimerization; cells, OPRM1-OPRD1 heterodimerization, luminescence; activation, % at 9.3 µM; 0.3% of 340,000 active; P35372+P41143; in the data active means activation above about 18%;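 further: 0% = vehicle-treated cells and 100% = reference agonist; values of inactives mirror those of a sister screen read the other way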
* = called active by the depositor; nt = no result given.

Second line of a record: PfHsp90 yeast 2	phage Ecoli inh	OPRM1-OPRD1 inv	Mot1-301 SUMO	PKA-R1A act	AddAB inh	Tat export inh	DSG3 Ab inh	Ecoli viability	Arr AP2 block	OPRM1-OPRD1 ag
- CCCN1CCC(NC(=O)CC2C(=O)NCCN2Cc2ccccc2C)CC1 (stereo unspecified)
 : -9	-0.2	7	-5	0	0.2	-5	104	-0.2	8	-1.3
- O=C(Cc1ccccc1)N1CCN(c2ncccn2)CC1
 : 4	2.5	7	17	-5	-0.9	-3	94	-1.3	7	-1.4
- O=C(CSc1ccccc1F)NCCN1C(=O)CSC1=O
 : 7	0.5	6	-11	4	1.5	4	107	1.0	11	-1.6
- Cc1ccc(-c2cc(C(=O)Nc3ccccc3C)c3ccccc3n2)o1
 : nt	4.0	22	2	0	3.6	8	92	-0.3	14	-4.1
- COc1ccc(OCCOC(=O)c2nc3nccc(C)n3n2)cc1
 : 3	2.7	13	7	2	1.2	-6	87	-1.5	1	-2.0
- O=C(CN1CCOCC1)Nc1ccc(Cl)c(Cl)c1
 : -5	nt	17	-9	-5	2.7	-3	107	-0.4	1	-3.6
- COC(=O)c1ccc2c(=O)[nH]c(CCl)nc2c1
 : 41	5.3	12	-13	-6	-0.7	-2	101	1.9	-1	-2.3
- COc1ccc(-c2ccc3c(N)c(C(=O)NC(C)C)sc3n2)cc1OC
 : nt	-0.7	nt	-4	nt	-0.9	nt	98	-2.8	20	nt
- CCCCc1cc(=O)oc2cc(OCC(=O)NCCN3CCOCC3)ccc12
 : 5	0.7	-6	7	-13	0.8	-3	94	1.6	3	1.1
- COCCn1c(C)cc(/C=C(\C#N)C(=O)OCC(=O)N(C)c2c(N)n(Cc3ccccc3)c(=O)[nH]c2=O)c1C
 : 9	1.2	7	2	-13	-0.3	-4	92	-1.1	4	-1.1
- CO/N=C(/CNC(=O)c1ccccc1Cl)c1ccc(Cl)cc1
 : 19	2.3	4	0	-1	-3.8	4	100	-2.0	-8	-0.6
- CCOC(=O)/C(=N/Nc1ccc(OC)cc1)Sc1nnc(CCc2ccccc2)n1-c1ccccc1
 : -14	3.1	15	10	-4	0.0	1	85	-4.1	-7	-2.9
- CNS(=O)(=O)c1ccc(NC(=O)C2CC(=O)N(c3ccc(Cl)cc3)C2)cc1 (stereo unspecified)
 : 14	3.0	-3	-3	2	-3.1	2	102	-3.3	27	0.5
- Cc1cc(NC(=O)/C(C#N)=C\c2ccc(-c3ccc(SC(F)F)cc3)o2)n(-c2ccccc2)n1
 : -19	1.2	-8	nt	3	nt	-5	91	nt	-1	1.5
- CCCCN(Cc1ccccc1)C(=O)C1CCN(Cc2sccc2C)CC1
 : -8	0.1	-3	-4	-2	4.4	1	101	0.0	nt	0.5
- CC(C)C(=O)Nc1cccc(-c2nc3ccccc3c(=O)o2)c1
 : 16	3.4	3	nt	7	0.7	-7	77	-0.2	9	-0.6
- COc1ccccc1CC(NC(C)=O)C(=O)N1CCN(C(=O)c2cccs2)CC1 (stereo unspecified)
 : 68	1.7	12	44	-12	0.8	-4	112	-1.0	5	-2.9
- Cc1ccc(S(=O)(=O)N2CCOCC2)cc1NC(=O)COC(=O)c1ccc2c(c1)OCCO2
 : nt	-1.9	9	-6	-7	0.8	-3	117	-0.1	44	-1.9
- CC(=O)N1CSCC1C(=O)N1CCN(c2ccc(N3CCOCC3)nn2)CC1 (stereo unspecified)
 : 16	1.4	13	0	7	1.5	1	96	-0.8	-3	-2.4
- CC(C)CCNC(=O)NC(=O)COC(=O)/C=C/c1cc(Br)ccc1F
 : -27	nt	-32	8	-1	-0.2	-2	102	-2.8	12	6.4
- Cc1cc(O)c(C(C)C)cc1NC(=O)c1cccc(Cl)c1
 : 19	2.3	10	-1	-12	2.2	-7	102	1.7	8	-2.4
- Cc1ccc(S(=O)(=O)N(C)C)cc1NC(=O)COC(=O)CN1C(=O)c2ccccc2C1=O
 : -16	3.6	22	53	2	0.5	6	101	0.5	7	-5.8
- CSCCC(NC(N)=O)C(=O)NCc1ccccc1Cl (stereo unspecified)
 : -2	1.6	17	4	5	-0.1	8	101	0.3	2	-2.9
- CC(Nc1cc(N2CCN(S(=O)(=O)N(C)C)CC2)ccc1[N+](=O)[O-])c1ccccc1 (stereo unspecified)
 : -4	2.2	17	4	-16	-0.8	7	95	0.7	2	-3.0
- CCOC(=O)C1(C)NC(c2ccco2)C2C(=O)N(c3ccc(C)cc3)C(=O)C21 (stereo unspecified)
 : 41	1.2	12	185	4	0.8	-6	91	-1.3	22	-2.3
- CCCCC(CC)C(=O)Nc1cccc(SC)c1 (stereo unspecified)
 : -16	4.7	-2	-16	-6	2.7	-2	112	1.4	9	0.3
- O=c1c2ccccc2cnn1Cc1nnc(-c2cccs2)o1
 : -8	-0.6	0	-1	-6	2.1	15	116	0.3	-5	-0.1
- Cc1nn(C)c(C)c1NC(=O)COc1ccccc1C#N
 : 13	4.2	10	-10	8	3.0	4	102	1.7	4	-2.5
- C=CCN1C(=O)/C(=C\c2ccc(OC(=O)c3ccco3)c(OC)c2)SC1=S
 : 0	2.9	19	3	-9	2.5	5	97	0.4	6	-2.8
- CCN1CCCC1CNC(=O)Cn1cc2c(n1)CCC(C)C2 (stereo unspecified)
 : -23	1.8	11	40	-4	3.0	2	116	-0.2	23	-2.2
- O=C(NCCSc1c[nH]c2ccccc12)c1ccco1
 : -24	1.9	5	-1	0	81*	-9	80	27*	-8	-0.9
- O=C(O)c1ccc2nc(CO)[nH]c2c1
 : -12	-1.9	15	6	-2	0.7	10	102	-0.6	-5	-2.5
- O=C(c1cc2n(n1)C(C(F)(F)F)CC(c1ccco1)N2)N1CCc2ccccc2C1 (stereo unspecified)
 : -11	0.6	-20	-1	-2	-1.9	2	106	0.0	8	3.5
- CC(=O)c1cccc(NC(=O)/C(=C\c2cccnc2)NC(=O)c2ccco2)c1
 : 11	4.9	-3	-20	-3	-0.4	2	104	3.4	17	0.5
- N/C(=N\OC(=O)c1ccco1)c1cccc(Br)c1
 : -7	2.5	-1	nt	7	-0.5	1	96	-1.1	12	0.1
- CCOc1cc(-c2nc(C)c(C(C)=O)n2O)ccc1OCC(=O)Nc1ccc(F)cc1
 : -4	2.0	15	8	-7	3.5	-2	102	0.6	-2	-2.9
- CCCC(=O)Nc1ncnc2c1ncn2[C@@H]1O[C@@H]2OP(=O)(O)OC[C@H]2[C@H]1OC(=O)CCC
 : -3	2.1	5	5	49*	-2.2	-6	97	-0.1	6	-1.0
- CC1=CC(C)(C)[N+](C)(C)c2ccc(C)cc21
 : -4	3.6	-1	0	1	1.7	-1	94	-0.9	-6	0.1
- O=C(c1ccccc1)c1ccc(Oc2ccc([N+](=O)[O-])cc2[N+](=O)[O-])cc1
 : -17	3.6	-19	nt	-9	nt	-5	nt	nt	2	3.8
- Cc1ccc(-c2nnc(CCC(=O)NCc3csc(C)n3)o2)s1
 : -3	4.4	11	2	-6	0.1	0	101	-1.2	34	-2.0
- COC(=O)Cc1cc(=O)n2[nH]c(C(F)(F)F)nc2n1
 : -7	nt	15	-14	1	1.2	9	108	1.4	5	-2.8
- O=C(CN(c1cccc([N+](=O)[O-])c1)S(=O)(=O)c1ccccc1)N(Cc1ccccc1)Cc1ccccc1
 : -17	0.4	-1	506	-9	0.3	3	95	0.3	6	0.1
- C=CCNc1c2c(nc3nnnn13)CCCC2
 : -9	2.1	14	12	-4	2.2	-11	100	2.2	2	-3.0
- Cn1c(SCC(=O)Nc2ccc(F)cc2)nnc1C1CC1
 : 5	1.3	21	4	17	0.7	0	116	-1.3	-7	-4.0
- Cc1ccc(C(=O)Nc2ccc(-c3csc(C)n3)cc2)cc1
 : 7	0.8	-15	0	-13	0.6	-4	102	-1.0	-8	2.8
- O=C1C(Cc2ccccc2)Nc2ncnc(N3CCN(c4ccccc4)CC3)c2N1Cc1ccc(Br)cc1 (stereo unspecified)
 : 1	3.6	68*	11	-15	1.9	-8	97	2.3	7	-15
- CCOc1ccc(NC(=O)CNC(=O)COc2ccccc2)cc1
 : 9	4.2	10	-4	-6	4.5	-1	100	-0.8	2	-2.3
- Cc1ccc(NC(=O)N2CCCc3ccccc32)cc1
 : nt	0.3	8	nt	-6	0.8	0	116	2.5	7	-1.7
- Cc1ccc(OCCCn2cc(C#N)c3ccccc32)cc1
 : nt	0.8	-13	19	-1	1.8	16	104	1.6	2	2.8
- Cc1ccc(N2CC(C(=O)NCCS(=O)(=O)N3CCN(c4ccc(F)cc4)CC3)CC2=O)cc1 (stereo unspecified)
 : 8	2.9	9	-12	-1	4.5	-3	97	-1.0	1	-1.8
- COCCCNC(=O)c1ccc(S(=O)(=O)c2ccc(C)cc2)c(NC(C)=O)c1
 : 10	2.0	18	46	-5	0.3	-2	97	-1.4	-21	-4.1
- O=C(Nc1cc(Cl)ccc1-n1cncn1)c1ccccc1OC(F)F
 : nt	4.5	-4	nt	6	nt	-6	92	nt	68*	0.6
- O=C(CCCC(=O)N(c1ccc2c(c1)OCCO2)C(C(=O)NC1CCCCC1)c1ccc(F)cc1)Nc1ccccn1 (stereo unspecified)
 : nt	2.8	-20	-6	2	4.9	-1	94	-1.5	9	3.4
- Cc1occc1-c1nnc(SCC(=O)N2CCc3ccccc32)o1
 : -18	2.9	-22	-12	-6	1.6	-11	91	0.8	3	3.8
- COc1cccc2c(=O)cc(C)n(CC(=O)Nc3ccccc3C)c12
 : 4	0.9	2	-18	10	1.6	-4	100	-2.8	4	-0.4
- COc1ccc([C@H]2CC(=O)C=C(c3ccc4ccccc4c3)C2)cc1OC
 : 16	1.1	0	35	1	1.3	10	98	-1.6	4	-0.1
- Cn1c(=O)[nH]c2c(nc(-c3ccc(Cl)cc3)n2C)c1=O
 : -18	0.4	8	9	9	-0.2	4	108	0.8	4	-1.7
- Cc1ccc(-c2cc(-c3ccccc3)no2)cc1
 : -22	1.0	-14	-5	2	3.9	-2	95	0.2	9	2.6
- CCOc1ncccc1C(=O)NCc1ccc(C)cc1
 : 12	0.3	8	-9	3	5.5	-10	94	0.2	-5	-1.5
- O=C(CSc1nc2ccccc2c(=O)n1-c1ccc(F)cc1)NCc1ccco1
 : 21	nt	5	130	1	-1.5	1	99	-2.2	0	-1.0
- Cc1ccc(C)c(N2CCN(C(=O)c3ccc(Cl)c(NC4=NC5CS(=O)(=O)CC5S4)c3)CC2)c1 (stereo unspecified)
 : -12	0.9	10	-2	-10	2.4	4	99	-1.2	-4	-2.0
- COCCn1nnnc1SCC(=O)c1ccc(F)cc1
 : -20	0.9	9	502	-4	1.6	-8	101	1.6	3	-1.5
- CCC(=O)Nc1c(C(=O)N2CCN(c3ccccn3)CC2)cnn1-c1ccc(C)cc1
 : -14	2.1	-5	4	-2	1.5	1	98	0.0	5	0.8

Screening results (PubChem BioAssay)
